USP10 inh: human USP10 deubiquitinase inhibition. purified USP10, Ub-rhodamine fluorescence, 60 min. inhibition, % at 20 µM. 47,000 tested, 1.1% active. Q14694
USP8 block: inhibitors of human USP8 deubiquitinase; inhibition, % at 20 µM; 47,000 tested, 4.2% active; purified USP8, Ub-rhodamine cleavage fluorescence, 30 min; AID 1645853
OTUD3 block: human OTUD3 deubiquitinase inhibition; inhibition, % at 25 µM; purified OTUD3, Ub-rhodamine fluorescence, 2 h; Q5T2D3; 47,000 tested, 0.7% active
USP30 block: human USP30 deubiquitinase inhibition | Q70CQ3 | purified USP30, Ub-rhodamine cleavage fluorescence | inhibition, % at 25 µM | 47,000 tested, 5.3% active | AID 1645860
UCHL1 block: blocks human UCHL1 ubiquitin-rhodamine cleavage | P09936 | inhibition, % at 20 µM | purified UCHL1, Ub-rhodamine cleavage fluorescence | 47,000 tested, 0.2% active
Target sequence (P09936 whole entry, looked up): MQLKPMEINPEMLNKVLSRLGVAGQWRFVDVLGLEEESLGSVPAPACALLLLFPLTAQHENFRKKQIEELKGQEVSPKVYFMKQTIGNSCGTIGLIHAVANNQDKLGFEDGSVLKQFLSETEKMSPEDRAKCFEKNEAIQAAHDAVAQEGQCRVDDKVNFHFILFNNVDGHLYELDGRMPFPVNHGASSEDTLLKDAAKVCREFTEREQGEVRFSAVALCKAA
USP28 block: inhibitors of human USP28 deubiquitinase | Q96RU2 | purified USP28, Ub-rhodamine cleavage fluorescence, 30 min | inhibition, % at 25 µM | 47,000 tested, 3% active | AID 1645857
USP7 inh: blocks human USP7 ubiquitin-rhodamine cleavage; Q93009; 47,000 tested, 0.3% active; purified USP7, Ub-rhodamine cleavage fluorescence; AID 1645854; inhibition, % at 20 µM
USP17 block: human USP17-like deubiquitinase inhibition; A8MUK1; 47,000 tested, 6.5% active; inhibition, % at 50 µM; purified USP17, Ub-rhodamine cleavage fluorescence, 3 h
Target sequence (A8MUK1 whole entry, looked up): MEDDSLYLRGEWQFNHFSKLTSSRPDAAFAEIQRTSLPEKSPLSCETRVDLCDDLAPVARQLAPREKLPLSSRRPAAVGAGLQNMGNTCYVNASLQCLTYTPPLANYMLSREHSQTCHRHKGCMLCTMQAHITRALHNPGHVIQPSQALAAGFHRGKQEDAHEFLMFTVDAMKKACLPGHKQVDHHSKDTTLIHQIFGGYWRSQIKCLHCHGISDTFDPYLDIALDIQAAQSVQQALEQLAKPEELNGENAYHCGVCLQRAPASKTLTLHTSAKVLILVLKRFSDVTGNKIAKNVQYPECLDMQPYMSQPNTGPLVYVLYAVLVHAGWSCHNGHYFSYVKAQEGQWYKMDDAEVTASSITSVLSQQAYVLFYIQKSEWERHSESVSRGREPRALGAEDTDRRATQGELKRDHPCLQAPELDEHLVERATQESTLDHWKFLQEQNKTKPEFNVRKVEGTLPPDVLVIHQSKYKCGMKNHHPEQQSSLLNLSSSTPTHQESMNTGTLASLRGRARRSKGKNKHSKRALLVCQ
* = called active by the depositor. No stated cut-off is given here; in the data, active means inhibition above about 30%; inactive means the rest.

`CCCCOC(=O)c1cc(Nc2nc3ccccc3nc2-n2nc(C)cc2C)ccc1Cl` gave USP10 inh -4.0, USP8 block -73.7, OTUD3 block -20.7, USP30 block -80.5, UCHL1 block -2.8, USP28 block -29.3, USP7 inh -2.7 and USP17 block -47.7.
`COc1ccc(CCNc2ncnc3nc[nH]c23)cc1OC` gave USP10 inh 2.0, USP8 block 0.1, OTUD3 block -5.9, USP30 block -4.2, UCHL1 block 1.1, USP28 block -0.1, USP7 inh 3.1 and USP17 block -0.1.
`COc1ccc(NS(=O)(=O)c2ccc(NC(=O)CN(c3ccc(F)cc3)S(C)(=O)=O)cc2)cc1` gave USP10 inh 11.1, USP8 block 0.0, OTUD3 block -6.4, USP30 block 0.0, UCHL1 block 3.7, USP28 block -0.2, USP7 inh 1.3 and USP17 block 5.0.
Screening CCCCCCCCC[C@@H](O)CC(=O)N[C@@H](CC(N)=O)C(=O)N[C@@H](CCC(N)=O)C(=O)NC(C=O)CC(C)C (stereo not given in full) returned USP10 inh -5.6, USP8 block -1.5, OTUD3 block 20.9, USP30 block -19.8, UCHL1 block 3.9, USP28 block 23.6, USP7 inh -30.8 and USP17 block -5.1.
`NC(=O)CCN1CCN(S(=O)(=O)c2ccc3c(c2)OCCCO3)CC1` gave USP10 inh -0.4, USP8 block 1.0, OTUD3 block 6.1, USP30 block 15.8, UCHL1 block 2.0, USP28 block 2.7, USP7 inh 3.1 and USP17 block 3.8.
For CC1(C)CC(=O)C2=C(C1)N=C1c3ccccc3C(=O)C1C2c1cccc(F)c1 (stereo not given) the results were USP10 inh 3.8, USP8 block 0.7, OTUD3 block -1.2, USP30 block -17.0, UCHL1 block 1.3, USP28 block 7.6, USP7 inh 0.0 and USP17 block -4.5.
For CCc1ccc(S(=O)(=O)N2CCC3(CC2)NCCN=C3NC2CCCC2)cc1 the results were USP10 inh 1.0, USP8 block -0.5, OTUD3 block 0.0, USP30 block -44.8, UCHL1 block -2.1, USP28 block -1.1, USP7 inh 1.6 and USP17 block -1.7.
For Clc1ccccc1C1SCC2=Nc3ccccc3CN21 (stereo not given) the results were USP10 inh -2.7, USP8 block -101.3, OTUD3 block -15.2, USP30 block -87.2, UCHL1 block 0.4, USP28 block -5.7, USP7 inh 4.5 and USP17 block -18.1.
`COc1cccc(CN2C[C@H]3CCN(C(=O)c4ccccn4)CC[C@H]3S2(=O)=O)c1` gave USP10 inh 2.5, USP8 block 17.4, OTUD3 block 3.6, USP30 block 21.1, UCHL1 block 2.0, USP28 block 6.0, USP7 inh 0.1 and USP17 block 7.9.
Screening COCCN1C(=O)c2ccccc2C(C(=O)NCc2ccc(F)cc2)C12CCCC2 (stereo not given) returned USP10 inh -0.5, USP8 block 7.8, OTUD3 block -8.2, USP30 block -24.2, UCHL1 block -1.1, USP28 block -6.4, USP7 inh -20.6 and USP17 block -12.9.
O=C(NCCC1=CCCCC1)c1ccc(S(=O)(=O)N2CCOCC2)o1 was read as USP10 inh 0.1, USP8 block -0.1, OTUD3 block 1.8, USP30 block 0.1, UCHL1 block -0.8, USP28 block 6.0, USP7 inh -14.7 and USP17 block -8.0.
For COc1ccc(S(=O)(=O)N2CCC(Cc3ccccc3)CC2)cc1NC(C)=O the results were USP10 inh 1.4, USP8 block -6.0, OTUD3 block 10.1, USP30 block 34.6*, UCHL1 block 0.3, USP28 block 14.2, USP7 inh 1.5 and USP17 block 20.5.

Reprinted from the part before: four compounds, followed by the next part.
`COc1cccc(CN2C[C@H]3CCN(C(=O)c4ccccn4)CC[C@H]3S2(=O)=O)c1` gave USP10 inh 2.5, USP8 block 17.4, OTUD3 block 3.6, USP30 block 21.1, UCHL1 block 2.0, USP28 block 6.0, USP7 inh 0.1 and USP17 block 7.9.
Screening COCCN1C(=O)c2ccccc2C(C(=O)NCc2ccc(F)cc2)C12CCCC2 (stereo not given) returned USP10 inh -0.5, USP8 block 7.8, OTUD3 block -8.2, USP30 block -24.2, UCHL1 block -1.1, USP28 block -6.4, USP7 inh -20.6 and USP17 block -12.9.
O=C(NCCC1=CCCCC1)c1ccc(S(=O)(=O)N2CCOCC2)o1 was read as USP10 inh 0.1, USP8 block -0.1, OTUD3 block 1.8, USP30 block 0.1, UCHL1 block -0.8, USP28 block 6.0, USP7 inh -14.7 and USP17 block -8.0.
For COc1ccc(S(=O)(=O)N2CCC(Cc3ccccc3)CC2)cc1NC(C)=O the results were USP10 inh 1.4, USP8 block -6.0, OTUD3 block 10.1, USP30 block 34.6*, UCHL1 block 0.3, USP28 block 14.2, USP7 inh 1.5 and USP17 block 20.5.
`COc1ccc(NC(=O)N2CCn3cccc3C2c2ccc(OC)cc2)cc1` (stereo not given) gave USP10 inh -3.2, USP8 block -78.5, OTUD3 block -40.9, USP30 block -156.6, UCHL1 block -11.2, USP28 block -43.3, USP7 inh -11.2 and USP17 block -50.0.
Cn1ccc(CN2CCN(Cc3ccccc3F)CC2)cc1=O was read as USP10 inh -2.4, USP8 block -47.8, OTUD3 block -4.3, USP30 block -4.0, UCHL1 block -1.4, USP28 block -4.2, USP7 inh 1.9 and USP17 block -4.1.
CCc1ccc(Oc2cc3n(c(=O)n2)CCc2cc(OC)c(OC)cc2-3)cc1 was read as USP10 inh -4.8, USP8 block -66.6, OTUD3 block -45.2, USP30 block -116.5, UCHL1 block -4.2, USP28 block -28.8, USP7 inh -6.4 and USP17 block -8.9.
C[C@H](NC(=O)c1cc2ccccc2[nH]1)C(=O)Nc1ccc2c(c1)OCCO2 was read as USP10 inh -3.3, USP8 block 5.6, OTUD3 block -3.0, USP30 block 10.5, UCHL1 block -1.2, USP28 block 9.9, USP7 inh -0.4 and USP17 block 3.9.
O=C(N[C@@H]1C[C@@H](Oc2ccccc2)[C@H](O)[C@H]1N1CCCC1)c1cncs1 was read as USP10 inh -4.8, USP8 block -4.9, OTUD3 block -8.4, USP30 block -35.3, UCHL1 block -5.7, USP28 block -11.6, USP7 inh -6.1 and USP17 block -14.3.
Screening Cc1ccc2nc(SCC(=O)NCc3ccccc3)nc(=O)n2c1 returned USP10 inh -1.7, USP8 block 1.9, OTUD3 block -9.0, USP30 block -7.9, UCHL1 block -1.8, USP28 block -12.4, USP7 inh -2.3 and USP17 block -6.0.
`COc1ccc(CNC(=O)Cn2c(=O)c3c(ncn3C3CCCC3)n(Cc3ccccc3)c2=O)cc1` gave USP10 inh -6.7, USP8 block 28.3, OTUD3 block 11.2, USP30 block -5.1, UCHL1 block -2.9, USP28 block 3.5, USP7 inh -0.5 and USP17 block 42.8*.
Screening O=C(C1CCN(c2nc3cccnc3s2)CC1)N1CCN(c2ncccn2)CC1 returned USP10 inh 2.7, USP8 block 10.5, OTUD3 block 12.8, USP30 block 6.1, UCHL1 block 5.8, USP28 block 21.8, USP7 inh 8.4 and USP17 block 0.7.
`Cn1c(=O)n(C2CCCN(Cc3ccco3)C2)c2ncncc21` (stereo not given) gave USP10 inh -0.5, USP8 block -0.9, OTUD3 block -11.1, USP30 block 0.1, UCHL1 block -0.6, USP28 block -17.8, USP7 inh 1.5 and USP17 block -7.7.
COc1cc(C)ccc1OCc1nc2ccc(Cl)cc2[nH]1 was read as USP10 inh 0.3, USP8 block 18.1, OTUD3 block -5.8, USP30 block -8.1, UCHL1 block 6.6, USP28 block 5.2, USP7 inh -5.6 and USP17 block 5.7.
Cc1nc(Nc2ccccn2)cc(C2CCCN2C(=O)c2cccnc2)n1 (stereo not given) was read as USP10 inh -4.9, USP8 block 5.3, OTUD3 block -0.8, USP30 block -0.2, UCHL1 block -4.9, USP28 block -1.7, USP7 inh -7.1 and USP17 block 2.0.
Screening O=c1[nH]c(C2CCN(S(=O)(=O)c3ccc(S(=O)(=O)NC4CC4)cc3)CC2)nc2c1nnn2Cc1ccccc1 returned USP10 inh 22.2, USP8 block 0.3, OTUD3 block 1.0, USP30 block 38.7*, UCHL1 block 3.8, USP28 block 21.8, USP7 inh -9.7 and USP17 block 32.8*.

Among those listed so far, these contain a furan ring, fused or not.
O=C(NCCC1=CCCCC1)c1ccc(S(=O)(=O)N2CCOCC2)o1 was read as USP10 inh 0.1, USP8 block -0.1, OTUD3 block 1.8, USP30 block 0.1, UCHL1 block -0.8, USP28 block 6.0, USP7 inh -14.7 and USP17 block -8.0.
`Cn1c(=O)n(C2CCCN(Cc3ccco3)C2)c2ncncc21` (stereo not given) gave USP10 inh -0.5, USP8 block -0.9, OTUD3 block -11.1, USP30 block 0.1, UCHL1 block -0.6, USP28 block -17.8, USP7 inh 1.5 and USP17 block -7.7.

Copied from the results shown, 2 compounds:
`COc1ccc(NC(=O)N2CCn3cccc3C2c2ccc(OC)cc2)cc1` (stereo not given) gave USP10 inh -3.2, USP8 block -78.5, OTUD3 block -40.9, USP30 block -156.6, UCHL1 block -11.2, USP28 block -43.3, USP7 inh -11.2 and USP17 block -50.0.
Cn1ccc(CN2CCN(Cc3ccccc3F)CC2)cc1=O was read as USP10 inh -2.4, USP8 block -47.8, OTUD3 block -4.3, USP30 block -4.0, UCHL1 block -1.4, USP28 block -4.2, USP7 inh 1.9 and USP17 block -4.1.

Following part:
Screening COc1ccc(CCNC(=O)Nc2ccc3snnc3c2)c(OC)c1 returned USP10 inh 7.1, USP8 block -15.9, OTUD3 block -7.1, USP30 block -15.0, UCHL1 block 4.8, USP28 block 6.7, USP7 inh -66.5 and USP17 block 1.7.
Screening CC(C)(C)OC(=O)N1CCC2(CC1)NC(=O)C1(CCCCC1)N2 returned USP10 inh 5.3, USP8 block 0.2, OTUD3 block 10.1, USP30 block 16.4, UCHL1 block 0.6, USP28 block 6.9, USP7 inh 3.3 and USP17 block 8.4.
Screening CSCC[C@H](NC(=O)c1ccc(NC(C)=O)cc1)c1nnc2ccccn12 returned USP10 inh -2.4, USP8 block -0.2, OTUD3 block -8.0, USP30 block -1.3, UCHL1 block -0.7, USP28 block 2.8, USP7 inh 0.2 and USP17 block -1.8.
O=C(NCc1ccc(Br)cc1)C1CCN(c2nc3nc[nH]c(=O)c3s2)CC1 was read as USP10 inh -3.1, USP8 block -3.5, OTUD3 block -42.8, USP30 block -239.8, UCHL1 block -8.4, USP28 block -41.3, USP7 inh -6.8 and USP17 block -27.1.
`CC(C)n1nnc2cc(C(=O)N(C)CC(=O)Nc3ccc(F)cc3F)ccc21` gave USP10 inh -0.3, USP8 block 4.0, OTUD3 block 4.7, USP30 block 11.2, UCHL1 block 7.4, USP28 block 10.7, USP7 inh 11.5 and USP17 block 7.0.
O=C(c1cn(-c2cccc(F)c2)nn1)N1CCN(c2ccccc2)CC1 was read as USP10 inh -1.8, USP8 block 0.6, OTUD3 block -2.5, USP30 block -139.6, UCHL1 block -2.4, USP28 block -15.9, USP7 inh -4.8 and USP17 block -9.8.
Cc1ccc(NC(=O)NCC2CCN(CCc3ccccc3)C2)c(C)c1 (stereo not given) was read as USP10 inh -3.6, USP8 block 0.7, OTUD3 block -6.8, USP30 block -11.0, UCHL1 block -0.8, USP28 block -2.2, USP7 inh -5.6 and USP17 block -9.2.
Screening N#Cc1ccc(NCC(=O)N2CCCCCC2c2ccncc2)cc1 (stereo not given) returned USP10 inh 1.6, USP8 block 14.4, OTUD3 block 8.7, USP30 block 11.2, UCHL1 block -1.0, USP28 block 6.4, USP7 inh -4.2 and USP17 block 3.6.
`COc1ccc2c(c1OC)C(=O)OC2CC(=O)c1ccc(F)cc1` (stereo not given) gave USP10 inh 3.2, USP8 block 1.2, OTUD3 block -0.3, USP30 block -4.2, UCHL1 block -0.2, USP28 block -0.2, USP7 inh -1.2 and USP17 block -9.1.
`Cc1nc(-c2ccccc2Cl)sc1C(=O)NCc1ccncc1` gave USP10 inh -0.1, USP8 block -3.3, OTUD3 block -11.7, USP30 block -8.7, UCHL1 block -1.2, USP28 block -9.7, USP7 inh -0.1 and USP17 block -12.7.
O=C(Nc1ccccc1)c1cn(-c2cc(N3CCCC3)ncn2)cn1 was read as USP10 inh -9.5, USP8 block -14.5, OTUD3 block -186.8, USP30 block inactive, UCHL1 block -18.4, USP28 block -240.9, USP7 inh -15.1 and USP17 block -29.3.
Screening CCC(C(=O)Nc1ccc(OC)cc1)n1cnc2ccccc2c1=O (stereo not given) returned USP10 inh 1.6, USP8 block -1.8, OTUD3 block 3.2, UCHL1 block 1.8, USP7 inh 2.8 and USP17 block 8.8.
For CC(C)CC(=O)N1CCC(c2nc3c(nnn3Cc3cccc(F)c3)c(=O)[nH]2)CC1 the results were USP10 inh -3.3, USP8 block -7.7, OTUD3 block -1.3, USP30 block -6.1, UCHL1 block -2.7, USP28 block -0.5, USP7 inh -36.7 and USP17 block -0.9.
For COc1cc2c(cc1OC)C(C(=O)c1ccc(OC)c(OC)c1O)=NCC2 the results were USP10 inh -0.1, USP8 block 5.0, OTUD3 block 10.3, UCHL1 block 1.5, USP7 inh -4.3 and USP17 block 28.4.
Screening CNc1nccc(N2CCC(CC(=O)NC3CCC(C)CC3)CC2)n1 (stereo not given) returned USP10 inh -1.2, USP8 block 12.0, OTUD3 block 13.7, USP30 block 14.0, UCHL1 block 0.9, USP28 block 19.8, USP7 inh 1.3 and USP17 block 10.6.

Screening data: PubChem BioAssay, Dana-Farber Cancer Institute and Novartis Institutes for BioMedical Research (Cambridge, Mass)
